Compound activity deposited in PubChem BioAssay by several laboratories.
SR-BI HDL uptake: blocks mouse SR-BI lipid uptake from DiI-HDL. Q61009. ldlA[mSR-BI] CHO cells, DiI-HDL uptake fluorescence, 3 h. inhibition, % at 12.5 µM. actives 0.96% (n = 320,000);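 active means mean replicate inhibition of at least 70% and a set share of replicates each scoring 70 or more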;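 further: 0% = median of neutral control wells and 100% = median of positive control wells; values of inactives mirror those of a sister screen read the other way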
Target sequence (Q61009 whole entry, looked up): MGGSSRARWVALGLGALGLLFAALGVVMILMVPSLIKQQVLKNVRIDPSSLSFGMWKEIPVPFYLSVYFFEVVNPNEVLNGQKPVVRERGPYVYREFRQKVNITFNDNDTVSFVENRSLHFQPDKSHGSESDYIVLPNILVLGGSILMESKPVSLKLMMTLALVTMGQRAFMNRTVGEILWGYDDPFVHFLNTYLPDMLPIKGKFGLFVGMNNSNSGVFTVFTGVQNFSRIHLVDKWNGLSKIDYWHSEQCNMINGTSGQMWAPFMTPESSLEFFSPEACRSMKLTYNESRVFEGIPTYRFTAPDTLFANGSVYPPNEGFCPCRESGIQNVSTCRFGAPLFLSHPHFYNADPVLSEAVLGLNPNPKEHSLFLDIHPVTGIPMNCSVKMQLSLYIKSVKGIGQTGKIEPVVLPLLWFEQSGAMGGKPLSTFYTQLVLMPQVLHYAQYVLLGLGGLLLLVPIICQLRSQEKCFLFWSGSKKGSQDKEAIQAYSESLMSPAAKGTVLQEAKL
CAL PDZ FP-1: blocks peptide binding to the human CAL PDZ domain; purified CAL PDZ, TMR-peptide fluorescence polarization, 1 h; actives 0.92% (n = 300,000); inhibition, % at 24.9 µM; AID 602252; Q9HD26;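 active means mean inhibition of at least 30% with at least half of replicates also reaching 30%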;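 further: 0% = DMSO neutral control and 100% = excess unlabeled competitor peptide PRC23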
E coli growth: reduces bacterial viability in AddAB counter-screen | E. coli V3065 growth, OD600 absorbance, 18 h | inhibition, % at 11.9 µM | actives 0.27% (n = 330,000);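 active means inhibition above the campaign's mean inhibition across all tested compounds plus 3 SD, cut at about 9.9% in these data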;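 further: uninfected addAB+ strain grown without phage in ampicillin broth; 0% = DMSO wells and 100% = ciprofloxacin 0.95 µg/ml wells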
AddAB inh: less growth of phage-infected E. coli with AddAB; E. coli expressing H. pylori AddAB, absorbance growth; inhibition, % at 11.9 µM; actives 0.29% (n = 330,000); AID 435030; in the data active means inhibition above about 12%;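 further: 0% = vehicle wells of infected cells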
Wnt bcat act: activators of Wnt/beta-catenin signaling; Wnt/beta-catenin reporter cell assay, activator, plate reader; activation, % at 9.35 µM; actives 1.2% (n = 300,000); in the data active means activation above about 30%, passing the limit was not always enough;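 further: 0% = neutral control wells and 100% = positive control wells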
CAL PDZ FP-2: inhibitors of human CAL PDZ peptide binding; Q9HD26; purified CAL PDZ, TMR-peptide fluorescence polarization, 1 h; inhibition, % at 20 µM; actives 0.02% (n = 330,000); AID 504414;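 active means highest replicate inhibition of at least 40%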;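 further: plate controls were DMSO neutral control wells for no effect and unlabeled competitor peptide control wells for full effect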
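material = purified tagged CAL PDZ domain construct (CerCALP) | buffer or medium = sodium phosphate/NaCl buffer pH 7.4 with TCEP, IgG, Thesit | reagent = TMR-labelled reporter peptide T*-PRC34 bound in PDZ groove | incubation = 1 h room-temperature incubation prior to read | measured by = fluorescence polarization (mP) | evaluation = percent inhibition from loss of millipolarization | control set = unlabelled peptide and DMSO controls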
phage Ecoli inh: E. coli growth loss with phage present. growth absorbance. inhibition, % at 11.9 µM. actives 0.26% (n = 360,000). AID 651602; in the data active means inhibition above about 11%
SR-BI DiI-HDL act: activators of SR-BI mediated HDL lipid uptake; CHO ldlA[mSR-BI] cells, DiI-HDL uptake fluorescence, 3 h; 100 = double the neutral-control signal; activation, % at 12.5 µM; actives 0.096% (n = 320,000);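 active means mean replicate activation of at least 60% and every replicate at or above 60%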;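 further: 0% = median plate neutral-control signal and 100% = twice that signal; values of inactives mirror those of a sister screen read the other way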
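Assay system: CHO ldlA[mSR-BI] cells, LDL receptor-null, SR-BI overexpressing; medium: Ham's F12 with 0.5% BSA, HEPES 25 mM, pH 7.4; also added: DiI-HDL 10 µg/mL; timing: 3 h uptake period with compound, 37 °C; signal: DiI fluorescence, bottom read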
MITF TRPM1 HTS: activators of MITF-driven TRPM1 promoter activity in SK-MEL-5 cells; actives 0.75% (n = 300,000); activation, % at 12.5 µM; SK-MEL-5 TRPM1-promoter luciferase, 24 h; % of positive control, neutral wells = 0;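 active means mean activation of at least 80% with every replicate also reaching 80%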;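 further: 0% = neutral control wells and 100% = parthenolide positive control wells; values of inactives mirror those of a sister screen read the other way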
Tat export inh: E. coli Tat transport inhibition; E. coli MC4100 TorA-mCherry Tat export, fluorescence; inhibition, % at 10 µM; actives 0.036% (n = 340,000);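 active means mean replicate inhibition at least 50% and at least half of replicates individually reaching 50%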;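 further: exported cargo escapes ClpAP degradation while cytoplasmic cargo is degraded and loses fluorescence; 0% = median of neutral control wells and 100% = median of NaSCN control wells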
Active calls of the source: *; x = not tested or not shown.

SMILES	SR-BI HDL uptake	CAL PDZ FP-1	E coli growth	AddAB inh	Wnt bcat act	CAL PDZ FP-2	phage Ecoli inh	SR-BI DiI-HDL act	MITF TRPM1 HTS	Tat export inh
COc1ccc(C(=O)N/C(=C\c2ccco2)C(=O)OCc2ccco2)cc1	-10	-2	-1.1	4.1	-2	-0.1	-2.9	10	x	1
O=C(NCCc1ccccc1)c1ccc(=O)oc1	-7	-2	-1.0	2.5	-1	-2.0	2.7	7	-2	3
COc1ccc(NC(=O)c2c(SC)nsc2SC)cc1	10	0	-0.3	2.8	x	0.9	2.7	-10	-4	-10
COC(=O)c1cccc(NC(=O)CN2C(=O)c3ccccc3C2=O)c1	-2	-3	2.9	0.3	0	0.9	2.2	2	x	-8
CCOC(=O)c1nccnc1C(=O)Nc1cccc(C(F)(F)F)c1	-3	4	-1.6	0.8	-1	-1.1	0.9	3	-13	2
O=C(N/N=C/c1ccco1)c1cc(-c2cccs2)[nH]n1	-10	41*	1.0	1.9	0	-5.1	3.9	10	2	-6
CCn1c(=O)n(CC)c2cc(N3CCCC3)c(NC(=O)c3ccc(F)cc3)cc21	-27	-3	-0.1	1.1	1	-1.7	1.6	27	-8	6
Cc1ccccc1OCCn1cc(C(=S)N2CCCC2)c2ccccc21	33	1	1.2	1.0	-2	-1.6	0.5	-33	-11	22
COc1ccc(CNC(=O)c2ccccc2NS(C)(=O)=O)cc1	-23	x	-0.5	0.0	16	-0.4	4.0	23	-10	3
Nc1nc(N2CCCCC2)c(C=O)c(N2CCCCC2)n1	7	1	0.4	2.2	-1	-0.1	4.7	-7	3	-6
Cc1cc(C)c(OCCCCn2cnc3ccccc3c2=O)c(C)c1	35	x	-1.3	-1.2	x	0.2	3.7	-35	1	6
CC1CC(C)CN(CC(=O)Nc2ccc(S(N)(=O)=O)cc2)C1 (centres undefined)	-28	-4	1.0	5.9	0	x	2.6	28	-2	0
CCOC(=O)c1nc(NCc2ccccc2)sc1C	-4	-3	-1.2	-1.3	8	-2.0	1.8	4	48	-1
CC(C)CCNC(=O)C(c1ccc(O)cc1)N(C(=O)C1COc2ccccc2O1)c1cccc(O)c1 (centres undefined)	29	11	0.7	3.9	-11	x	3.3	-29	-9	16
Cn1c(=O)n(CC(=O)Nc2ccccc2)c2ccccc21	4	-1	5.0	1.3	x	1.1	3.2	-4	0	1
Cc1ccc(S(=O)(=O)N(C)C)cc1NC(=O)CSc1ncn[nH]1	-6	34*	-3.3	4.3	2	-1.0	3.1	6	10	4
C=CCn1c(=O)c(C(=O)Nc2ccccc2O)c(O)c2ccccc21	-4	-2	2.5	5.3	x	-1.5	4.3	4	-4	-5
CCN(CC(=O)Nc1ccccc1OC)C(=O)CC1CCCC1	2	-2	0.4	-0.8	-2	1.7	2.8	-2	5	2
CC(C)(C)c1ccc(C(=O)NCCN2CCCC2)cc1	-7	-1	2.6	0.7	-6	-2.0	2.9	7	2	0
CC(=O)N1CCN(C(=O)c2ccc3c(c2)OCCO3)CC1	-11	0	2.6	-1.1	1	-1.1	0.2	11	-4	-2

Carrying on:
SMILES	SR-BI HDL uptake	CAL PDZ FP-1	E coli growth	AddAB inh	Wnt bcat act	CAL PDZ FP-2	phage Ecoli inh	SR-BI DiI-HDL act	MITF TRPM1 HTS	Tat export inh
COCCn1c(=O)c2c(nc3n2CC(C)CN3CCc2ccccc2)n(C)c1=O (centres undefined)	-10	-3	-2.0	4.2	-3	-3.0	0.5	10	2	2
COc1cc(/C=C(\C#N)c2ccccn2)ccc1OCc1ccccc1Cl	68	0	-0.5	4.5	6	-2.7	3.0	-68	10	15
COC(=O)c1ccc(OCC(=O)c2ccccc2OC)cc1	19	-5	0.0	-1.6	2	-0.7	0.9	-19	56	-1
COc1cc(OC)c(OC)cc1/C=N/Nc1nc2ccccc2[nH]1	9	-1	-0.4	0.3	13	1.8	4.1	-9	x	-1
O=S(=O)([N-]c1nc2ccccc2nc1-n1cc[n+](Cc2ccccc2)c1)c1ccc(Br)cc1	x	x	2.5	4.0	-1	x	2.5	x	x	x
CCOC(=O)C1=C(C)NC2=C(C(=O)CC(c3ccc(OC)c(OC)c3)C2)C1c1ccc(C)o1 (centres undefined)	-11	1	2.1	5.7	x	-3.6	0.6	11	-1	-3
Cc1cc(C(=O)NN)c2cc(Br)ccc2n1	1	2	1.4	-0.7	0	-1.1	2.4	-1	-2	-2
CC(C)c1ccc(NC(=O)Cn2nnc(C(=O)NCc3ccco3)c2N)cc1	1	x	0.5	5.2	0	-1.1	4.9	-1	0	-2
COc1cc(CNc2ccc(N3CCCC3)cc2)ccc1OCc1ccccc1	20	-3	-0.7	-1.1	12	-0.9	1.8	-20	15	-10
Cc1ccc(Nc2nnc(SCC(=O)N(C)C3CCS(=O)(=O)C3)s2)cc1 (centres undefined)	8	-3	-0.9	0.8	2	2.5	-1.5	-8	9	-7
CC1=CS(=O)(=O)CC1Sc1nc2ccccc2[nH]1 (centres undefined)	-13	-3	-0.3	0.3	0	-1.0	0.9	13	-1	5
Cc1ccc([N+](=O)[O-])cc1N/C=C1\CCc2ccccc2C1=O	36	-3	-1.6	1.8	26	0.0	1.0	-36	20	-4
Cc1ccc(/C=N/NC(=O)C(O)c2ccccc2)o1 (centres undefined)	1	-3	1.0	2.2	3	-0.7	0.1	-1	-1	13
COc1ccc(CCNC(=O)CSc2ccc(Br)cc2)cc1OC	2	4	3.4	2.0	-1	-0.3	3.4	-2	12	0
COc1ccc(OC)c(NC(=O)C2CCN(S(C)(=O)=O)CC2)c1	-7	-4	2.0	2.5	-1	0.8	2.2	7	-6	-8
Cc1cc(N2CCCC2=O)ccc1S(=O)(=O)NC1CCCCC1	-11	-2	-0.3	1.8	10	-2.3	3.6	11	0	-6
CCC(C)NC(=S)Nc1ccc2nc(N3CCN(CC)CC3)cc(C)c2c1 (centres undefined)	x	-4	1.9	-1.1	1	-0.7	2.1	x	5	1
COc1ccccc1C1CCN(C(=O)c2ccc(Cl)cc2)CC1	21	-3	0.3	3.0	0	-0.3	2.0	-21	15	5
Cc1cccc(NC(=O)C2CC(O)CN2C(=O)Oc2ccccc2)c1 (centres undefined)	x	-2	-0.7	3.7	1	-2.9	2.2	x	x	-13
COc1ccccc1CNC(=O)CCNS(=O)(=O)c1cc(Br)cnc1N	-14	-4	1.4	0.1	-1	-3.3	-1.3	14	5	-5

(next part)
SMILES	SR-BI HDL uptake	CAL PDZ FP-1	E coli growth	AddAB inh	Wnt bcat act	CAL PDZ FP-2	phage Ecoli inh	SR-BI DiI-HDL act	MITF TRPM1 HTS	Tat export inh
Nc1nnnn1-c1cccc([N+](=O)[O-])c1	-20	4	x	x	-2	-0.6	2.6	20	-2	1
COc1ccc(NS(=O)(=O)c2cccc(C(=O)N/N=C/c3c(F)c(F)c(F)c(F)c3F)c2)cc1	51	x	x	x	0	-0.4	-0.8	-51	-7	-6
COc1ccc(NC(=O)CCC2CCCCC2)cc1S(=O)(=O)N1CCCCC1	2	-3	-1.2	2.7	0	-1.1	3.1	-2	-9	4
COc1ccc(C(=O)C[n+]2cc(Br)cc3ccccc32)cc1[N+](=O)[O-]	49	-1	0.2	0.7	-2	-0.6	-2.6	-49	-14	4
CCOc1ccc(C(=O)CCN2CCCCC2)cc1	-31	-4	2.4	2.9	x	-1.5	0.5	31	-1	-2
COCCNC(=O)Cc1c(C)c2cc3c(cc2oc1=O)OC(C)(C)CC3	-30	5	x	x	1	-0.8	0.1	30	-2	-2
NC(=O)NC(=O)COC(=O)CNS(=O)(=O)c1ccc(F)c(F)c1F	x	2	0.9	2.1	4	-2.1	-1.5	x	6	-2
Cc1nc(N/N=C/c2ccc(O)cc2O)cc(N2CCOCC2)n1	-11	2	1.3	0.6	-1	3.4	1.6	11	x	1
CC(CCc1ccccc1)NC(=O)c1ccccc1C(=O)O (centres undefined)	-8	x	-2.1	-1.7	1	-0.5	3.1	8	-5	0
O=C(N/N=C/c1ccccc1)c1cc(-c2ccc3c(c2)OCO3)n[nH]1	14	-3	-2.9	0.0	-7	-2.0	4.4	-14	12	-1
CCc1ccc(S(=O)(=O)NC(CC(=O)O)c2ccccc2)cc1 (centres undefined)	-21	0	-0.7	3.1	x	-1.8	0.8	21	0	-6
Cc1c(C(=O)N2CCOCC2)sc(NC(=O)c2ccc([N+](=O)[O-])cc2)c1C#N	x	-3	1.8	3.7	0	-3.2	3.9	x	-3	5
CCn1ncc(/C=C/C(=O)Nc2c(C)nn(Cc3ccc(Cl)cc3Cl)c2C)c1C	8	-4	-0.3	1.1	x	-0.4	3.0	-8	-12	-1
CCOc1ccc(S(=O)(=O)NCCC(=O)NCc2ccncc2)cc1	-34	6	-1.3	-2.2	0	-1.5	0.8	34	0	-4
CCCOC(=O)CCc1n[nH]c(=O)[nH]c1=O	x	2	-4.8	0.5	-1	-4.1	-1.5	x	-1	-7
COc1cc(NC(=S)NCCc2ccc(S(N)(=O)=O)cc2)c(OC)cc1Cl	46	1	1.4	2.1	-2	-0.7	4.5	-46	10	-2
COc1cc(/C=N/NC(=O)c2ccncc2)ccc1OC(=O)c1ccccc1Cl	53	-6	-1.3	-1.0	-8	-2.5	3.1	-53	10	0
Cc1cccc(C)c1NC(=O)CN(c1ccccn1)S(=O)(=O)c1ccc(F)cc1	-20	-1	0.3	1.3	x	-1.4	3.9	20	4	-2
CC(Oc1ccc(F)cc1)c1nnc(SCC(=O)N(c2ccccc2)C2CCS(=O)(=O)C2)o1 (centres undefined)	4	-3	x	x	0	-2.2	2.3	-4	-9	12
COc1ccccc1-c1c(C)oc2c(CN3CCCC(C)C3)c(O)ccc2c1=O (centres undefined)	-3	18	x	x	-1	0.5	1.4	3	-5	1

(cont.)
SMILES	SR-BI HDL uptake	CAL PDZ FP-1	E coli growth	AddAB inh	Wnt bcat act	CAL PDZ FP-2	phage Ecoli inh	SR-BI DiI-HDL act	MITF TRPM1 HTS	Tat export inh
CCC1=C(OC(=O)N(CC)CC)N2C(=O)OC(=NCc3ccccc3)[C@]2(C)[C@H]2C1=CC[C@H]1C(=O)N(CC)C(=O)[C@H]12	-23	1	-0.7	-0.5	-1	0.0	-3.3	23	-5	5
Cc1c(C=Nc2ccc(S(=O)(=O)CCO)cc2)c(O)[nH]c(=O)c1C#N	5	x	-1.5	4.1	1	-0.4	0.2	-5	0	-7
C=CCOc1ccc(/C=N\NC(N)=S)cc1	44	-3	2.5	2.4	1	-3.1	4.5	-44	14	-2
COc1ccccc1NS(=O)(=O)c1cc(NC(=O)c2cnccn2)ccc1N1CCOCC1	x	-7	0.8	2.4	-4	-1.8	-0.8	x	-2	-4
CCC(=NNC(=O)c1cccc(S(=O)(=O)N2CCOCC2)c1)c1ccccc1	9	x	-0.2	-2.4	-2	1.1	1.8	-9	-2	0
COc1ccc(S(=O)(=O)CC(O)CN2CCCC2=O)cc1 (centres undefined)	5	1	-0.9	0.8	x	-0.3	0.2	-5	x	-5
